# Keap1 Nrf2 FP = Keap1-Nrf2 (human) interaction inhibition | Q14145 | Keap1 Kelch-Nrf2 peptide fluorescence polarization, 1536-well | inhibition, % at 9.4 µM | hit rate 0.15% among 340,000; in the data active = inhibition above about 12%; inconclusive = no clear call, values can overlap the other calls; inactive = below about 7.3%;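 also: human Keap1 Kelch domain with fluorescein labeled Nrf2 9mer peptide probe; 0% = neutral control wells and 100% = peptide positive control; higher means more block of Keap1 binding to Nrf2 peptide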
# cardiac RTF act = cardiac RTF calcium sensitization. activation, % at 7.2 µM. P19429+P45379. AID 493008. IANBD-labeled TnC RTF fluorescence at EC20 calcium; 0% EC20 calcium, 100% full calcium. hit rate 0.24% among 340,000;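 active = activation above the mean over all tested compounds plus 3 SD, cut at about 30% in these data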;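 also: rise in fluorescence read as greater calcium sensitivity of cardiac thin filaments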
# CAL PDZ FP-1 = CAL PDZ (human) peptide binding inhibition; Q9HD26; purified CAL PDZ, TMR-peptide fluorescence polarization, 1 h; inhibition, % at 24.9 µM; hit rate 0.92% among 300,000; AID 602252;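 active = mean inhibition of at least 30% with at least half of replicates also reaching 30%; inconclusive = no clear call, values can overlap the other calls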;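 also: 0% = DMSO neutral control and 100% = excess unlabeled competitor peptide PRC23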
# Rtt109 Vps75 = blocks Candida albicans Rtt109/Vps75 acetyltransferase activity; Q5AAJ8; purified Rtt109/Vps75, ThioGlo CoA-SH fluorescence, 4 h; inhibition, % at 34.9 µM; hit rate 0.16% among 330,000;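 active = inhibition of at least 50% in every replicate; inconclusive = best replicate reaches 50% inhibition but some replicates fall short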
# Target sequence (Q5AAJ8 whole entry, looked up): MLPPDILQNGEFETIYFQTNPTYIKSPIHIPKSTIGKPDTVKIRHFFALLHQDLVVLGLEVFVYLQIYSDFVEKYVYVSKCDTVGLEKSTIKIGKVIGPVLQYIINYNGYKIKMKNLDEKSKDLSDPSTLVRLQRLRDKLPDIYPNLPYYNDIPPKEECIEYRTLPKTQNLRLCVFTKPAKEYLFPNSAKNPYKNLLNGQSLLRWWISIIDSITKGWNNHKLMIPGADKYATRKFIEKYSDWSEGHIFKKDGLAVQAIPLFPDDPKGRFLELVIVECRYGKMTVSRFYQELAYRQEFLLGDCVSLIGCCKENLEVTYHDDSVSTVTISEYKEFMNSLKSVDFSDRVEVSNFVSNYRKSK
# CAL PDZ FP-2 = inhibitors of human CAL PDZ peptide binding; Q9HD26; purified CAL PDZ, TMR-peptide fluorescence polarization, 1 h; inhibition, % at 20 µM; hit rate 0.02% among 330,000; AID 504414;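 active = highest replicate inhibition of at least 40%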;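 also: plate controls were DMSO neutral control wells for no effect and unlabeled competitor peptide control wells for full effect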
#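 Assay system – tagged CAL PDZ protein CerCALP, purified · Timing – 1 h at RT · Compound – single point, 20 µM · Measured by – fluorescence polarization from S- and P-plane intensities, G-factor corrected · Evaluation – inhibition from polarization loss · Probe or stimulus – TMR reporter peptide T*-PRC34 · Buffer or medium – pH 7.4 phosphate-saline buffer, reducing agent, detergent, IgG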
# C-LANA FP = blocks KSHV LANA C-terminal domain binding to DNA | inhibition, % at 9 µM | MBP-C-LANA/FAM-LBS DNA binding, fluorescence polarization | hit rate 0.078% among 340,000;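 active = highest replicate inhibition at or above 60% at 9 µM, even if other replicates fall short; inactive = all replicates below 60% inhibition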;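 also: 0% = neutral control wells and 100% = 4 µM acridine orange control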
# Cardiac RTF inh = cardiac RTF calcium desensitization. P19429+P45379. IANBD-labeled cardiac RTF, Ca2+ fluorescence. AID 493244. hit rate 0.12% among 340,000. inhibition, % at 7.15 µM;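 active = inhibition above the mean inhibition of all tested compounds plus 3 SD, cut at about 17% in these data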;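 also: assay run at fixed EC70 calcium of 1.6 mM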
# PKA-R2B act = PKA-R2B complex activation; activation, % at 11.4 µM; hit rate 0.079% among 340,000; AID 504700; PKA-R2B holoenzyme dissociation, Cy5-IP20 fluorescence polarization; R2B truncated from residue 108, S112A mutant; 0% DMSO only, 100% 113 µM cGMP; P22694+P31323;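 active = activation above a cutoff set at the mean over all compounds plus 3 SD, cut at about 18% in these data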;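 also: higher means more holoenzyme dissociation and a rise in polarization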
# DAGLB inh = diacylglycerol lipase beta (human) inhibition. HEK293T DAGLB membrane lysate, EnzChek fluorogenic substrate. hit rate 0.059% among 340,000. inhibition, % at 5.17 µM; in the data active = inhibition above about 34%;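 also: 0% = enzyme with vehicle and 100% = wells lacking enzyme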
# Target sequence (Q8NCG7 whole entry, looked up): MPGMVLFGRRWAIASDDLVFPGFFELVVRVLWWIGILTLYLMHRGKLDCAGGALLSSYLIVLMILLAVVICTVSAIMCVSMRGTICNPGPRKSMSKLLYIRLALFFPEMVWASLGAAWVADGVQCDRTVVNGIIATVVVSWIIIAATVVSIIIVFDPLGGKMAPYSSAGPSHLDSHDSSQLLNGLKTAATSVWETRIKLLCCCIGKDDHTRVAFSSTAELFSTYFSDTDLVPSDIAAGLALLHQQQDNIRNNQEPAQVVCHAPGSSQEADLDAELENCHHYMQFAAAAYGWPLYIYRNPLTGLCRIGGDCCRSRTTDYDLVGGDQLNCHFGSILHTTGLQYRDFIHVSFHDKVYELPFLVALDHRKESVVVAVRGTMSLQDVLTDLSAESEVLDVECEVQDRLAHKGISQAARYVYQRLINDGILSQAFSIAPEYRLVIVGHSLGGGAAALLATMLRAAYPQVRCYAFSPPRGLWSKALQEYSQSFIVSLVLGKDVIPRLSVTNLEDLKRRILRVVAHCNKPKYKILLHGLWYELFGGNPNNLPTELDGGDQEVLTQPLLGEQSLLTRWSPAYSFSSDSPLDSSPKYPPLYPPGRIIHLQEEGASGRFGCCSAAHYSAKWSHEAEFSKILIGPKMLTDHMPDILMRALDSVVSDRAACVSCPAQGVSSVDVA
# SR-BI DiI-HDL act = activators of SR-BI mediated HDL lipid uptake; CHO ldlA[mSR-BI] cells, DiI-HDL uptake fluorescence, 3 h; 100 = double the neutral-control signal; activation, % at 12.5 µM; hit rate 0.096% among 320,000; AID 504775;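 active = mean replicate activation of at least 60% and every replicate at or above 60%; inconclusive = mean or all-replicate condition met, but not both; inactive = mean below 60% and not all replicates reaching 60%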;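 also: 0% = median plate neutral-control signal and 100% = twice that signal; values of inactives mirror those of a sister screen read the other way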
#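 material = CHO ldlA[mSR-BI] cells | medium = Ham's F12 with 0.5% BSA, HEPES 25 mM, pH 7.4 | reagent = fluorescent DiI-HDL, 10 µg/mL final | compound dosing = single-point compound dose | incubation = 3 h, 37 °C | measured by = bottom-read fluorescence, 550/595 nm | measure = HDL uptake via cellular fluorescence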
# An asterisk follows results filed as active; u = inconclusive; x = not tested or not shown; & = joins results of further samples. An unsorted share of the library. Share with any hit: about 1.6%.
compound,Keap1 Nrf2 FP,cardiac RTF act,CAL PDZ FP-1,Rtt109 Vps75,CAL PDZ FP-2,C-LANA FP,Cardiac RTF inh,PKA-R2B act,DAGLB inh,SR-BI DiI-HDL act
COc1ccc2c(c1)CC[C@@H]1[C@@H]2CC[C@]2(C)C(=O)CC[C@@H]12,2.7,-5.3,-4.1,-0.4,-1.3,-1.0,6.7,-2.3,-7.2,-5.1
O=C(CCCN1C(=O)C2C3C=CC(C3)C2C1=O)N1CCN(c2ccccc2)CC1 (centres undefined),-0.7,3.2,x,-16.6,-0.4,0.0,-3.2,-9.7,1.4,-26.1
CC(C)Nc1nc(NC(C)C)nc(Oc2ccc(OCc3ccccc3)nn2)n1,3.2,1.5,-6.3,-4.2,0.7,-0.2,-9.4,-2.8,3.2,-3.9
CCC(CC)=NNC(=O)c1ccccc1OCc1ccc(F)cc1,-3.3,0.1,-1.9,-6.8,-0.6,0.5,-4.7,-0.5,-3.3,15.7
Cc1ccc2c(CN3CCN(CCO)CC3)cc(=O)oc2c1,5.5,-1.8,-3.0,-8.2,-1.0,-1.6,-5.2,5.4,-1.8,35.1
COC(=O)CC/C(O)=C1\C(=O)CC(C)(C)CC1=NCc1nc2ccccc2[nH]1,-2.4,7.0,0.7,-2.3,-1.2,14.7,-11.8,1.2,1.5,5.3
CCOc1ccc(S(=O)(=O)N2CCN(CN3C(=O)CC4(CCCC4)C3=O)CC2)cc1,-4.0,2.8,-2.8,-11.2,-0.1,3.9,-6.0,-1.6,0.6,u
COc1ccc2nc(/N=C/c3cccc(OC)c3O)sc2c1,-0.3,-0.5,-1.8,5.4,-1.1,0.0,4.5,0.7,3.0,23.8

# An excerpt from above in order of the C-LANA FP value, lowest first:
mol | Keap1 Nrf2 FP | CAL PDZ FP-1 | Rtt109 Vps75 | CAL PDZ FP-2 | C-LANA FP | PKA-R2B act | DAGLB inh | SR-BI DiI-HDL act
O=C(CCCN1C(=O)C2C3C=CC(C3)C2C1=O)N1CCN(c2ccccc2)CC1 (centres undefined) | -0.7 | x | -16.6 | -0.4 | 0.0 | -9.7 | 1.4 | -26.1
CCC(CC)=NNC(=O)c1ccccc1OCc1ccc(F)cc1 | -3.3 | -1.9 | -6.8 | -0.6 | 0.5 | -0.5 | -3.3 | 15.7
COC(=O)CC/C(O)=C1\C(=O)CC(C)(C)CC1=NCc1nc2ccccc2[nH]1 | -2.4 | 0.7 | -2.3 | -1.2 | 14.7 | 1.2 | 1.5 | 5.3

# New compounds follow
compound,Keap1 Nrf2 FP,cardiac RTF act,CAL PDZ FP-1,Rtt109 Vps75,CAL PDZ FP-2,C-LANA FP,Cardiac RTF inh,PKA-R2B act,DAGLB inh,SR-BI DiI-HDL act
Cc1ccc(S(=O)(=O)NC(=NCc2ccccc2)c2ccc(F)cc2)cc1,-2.1,-2.4,-2.6,2.9,-0.7,-0.3,-6.0,-8.4,2.0,9.5
O=C(O)/C=C/c1ccc(OCc2cccc(F)c2)cc1,3.0,-3.4,-4.9,5.9,-1.1,2.8,0.5,-0.3,-2.5,21.8
CN(C)/C=C/C(=O)c1cnc2n(c1=O)CCS2,-0.7,-3.1,-1.3,-4.0,-0.3,-0.4,-44.1,4.3,1.9,22.6
Cc1ccn2c(=O)nc(SCC(=O)N3CCN(c4ccccc4)CC3)nc2c1,0.2,8.4,-1.1,-4.4,-1.9,1.6,-17.0,-14.2,4.1,22.0
Cc1nn(Cc2ccc([N+](=O)[O-])cc2)c(=O)n1-c1ccccc1,2.3,5.8,-2.8,-4.0,-0.7,0.7,-9.5,-0.6,-0.6,-1.4
CC(Oc1ccc2c(-c3ccccc3)cc(=O)oc2c1)C(=O)NCC(O)c1ccccc1 (centres undefined),-2.6,3.5,2.0,7.2,0.0,0.7,-4.6,1.2,-2.4,-37.9
CC(=O)NCCc1nc2ccccc2n1CCOc1ccc(C)cc1,1.7,-0.5,0.6,-1.5,-2.8,2.1,2.8,-7.0,1.4,-13.8
Cc1cc(NC(=O)CN2CCC(C)CC2)no1,-0.4,-1.7,-0.6,-1.4,0.3,0.0,6.7,-9.4,-2.3,6.3
CN(C)CCNC(=O)c1cccc(S(=O)(=O)Nc2ccccc2F)c1,1.0,-5.3,-1.7,9.0,-2.3,0.4,5.5,-7.5,-0.7,0.8
COc1cc(OC)c(C2C(C#N)=C(N)OC3=C2C(=O)CC(C)(C)C3)cc1OC (centres undefined),-4.9,-6.1,-3.9,9.4,-1.8,1.5,-4.1,7.0,0.9,6.8&-10.4
O=C(O)C1CCCN1c1nc(-c2ccc(Cl)c(Cl)c2)cc(C(F)(F)F)n1 (centres undefined),-5.1,-2.0,90.6*,-3.2,-2.3,1.2,-2.1,-2.5,2.2,-0.9
Cc1ccc(-c2ccc(S(=O)(=O)NCC3CCCO3)cc2)cc1 (centres undefined),6.3,1.6,x,9.4,-1.0,-1.3,-3.9,-5.6,-4.1,3.3
O=C(COC(=O)c1cc2c(s1)CCCC2)NCc1ccccc1Cl,-3.3,-1.9,-1.8,-7.9,-2.1,-1.3,9.6,7.0,-13.5,-10.0
O=S(=O)(Nc1c(O)ccc2ccccc12)c1ccc(F)cc1,-5.0,4.2,21.8,-4.0,1.1,0.1,-8.8,-9.8,1.0,-3.8
CCN1CCN(CCCNC(=O)c2ccc3c(c2)N(Cc2ccc(C)cc2)CCS3)CC1,-0.8,-1.9,-3.6,0.6,-1.6,0.2,-1.1,-5.5,4.2,-34.8
O=C(NNc1c(F)c(F)cc(F)c1F)C1CCN(S(=O)(=O)c2ccccc2F)CC1,0.3,-4.2,-4.7,1.6,-0.5,-1.0,-14.1,2.4,-5.7,-79.1
COc1ccc(C(=O)CSc2n[nH]c(N)n2)cc1,-1.0,-2.0,2.1,11.9,-2.4,-0.8,-3.5,-10.1,-2.7,-33.9
O=C1C2C3C=CC(C3)C2C(=O)N1CCc1ccccc1 (centres undefined),-0.6,7.0,0.5,x,-2.4,0.2,0.7,-6.2,-0.9,26.9
CCOC(=O)C1=C(COC(=O)/C=C/c2cccc(OC)c2)NC(=O)NC1C (centres undefined),-3.1,-6.0,-0.5,23.8,-2.9,0.3,-12.3,-14.2,-3.6,-42.5
O=C(CCCCCNC(=O)N1CCn2c1nc1ccccc12)NCc1ccc(Cl)cc1,4.5,3.7,3.8,1.2,-1.8,0.0,1.2,-11.4,-1.7,-23.7
CC[C@@H]1CCCCc2ccccc2[C@@H](C(=O)C[C@H](O)CC(C)=O)OC1=O,-6.1,4.1,1.2,-7.7,-1.7,1.0,-12.5,-11.6,0.0,12.7
CCCCc1cc(-c2n[nH]c(=S)o2)c2ccccc2n1,-0.6,9.1,-6.3,-2.3,-0.5,0.1,-3.4,9.4,11.3,-4.4
CN(Cc1cccs1)C(=O)CCNS(=O)(=O)c1ccc(Br)cc1,-4.0,1.4,x,3.0,0.1,-0.2,-11.0,1.0,-2.5,14.0
COc1ccc(OCc2nnc(SCC(=O)Nc3ccccc3C#N)o2)cc1,-4.4,-5.3,53.8*,-0.7,0.4,0.4,-15.9,-11.0,-0.8,4.9
C=CCn1c(SCC(=O)N(CC)C2CCS(=O)(=O)C2)nc2cc(C(=O)O)ccc2c1=O (centres undefined),-3.3,-4.2,-5.0,5.2,0.1,-0.2,5.3,0.2,-1.6,7.1
CCCn1cnc2c(N)c(C)c(C)cc21,-4.7,-0.1,-2.2,13.2,2.1,-1.0,-4.1,-4.4,2.2,7.9
CCc1ccc(N2CC(C(=O)Nc3ccccc3F)CC2=O)cc1 (centres undefined),2.1,2.0,-3.4,-25.7,-2.3,2.3,-9.0,-12.9,-5.0,-6.1
COC(=O)[C@@]12CCCCN1[C@H](c1ccc(-c3cccc(Cl)c3)cc1)[C@@H]1C(=O)N(C)C(=O)[C@@H]12,-4.6,-1.8,-3.3,-6.7,0.7,-0.3,-2.9,-10.4,-1.3,-3.8
CCCCc1ccc(S(=O)(=O)NC2CCS(=O)(=O)C2)cc1 (centres undefined),-1.8,0.8,-4.5,0.6,0.3,2.2,-7.4,3.5,-0.6,12.2
Cc1nn(C(=O)CCCn2cc([N+](=O)[O-])cn2)c(C)c1Cl,-0.7,-2.9,-2.4,-35.7,-0.6,-0.2,-9.3,-3.1,-4.1,3.3
O=C(COc1ccc(S(=O)(=O)N2CCCC2)cc1Cl)NCc1ccco1,-6.3,3.0,5.2,-7.6,-0.6,-1.1,3.9,-9.6,-2.8,-31.6
Cc1ccc(-n2nc(C(N)=O)nc2-c2ccccc2)cc1,-4.9,3.0,-2.7,7.9,-0.9,-0.7,-0.3,-2.0,1.0,-1.5
COc1cccc(C(=O)NCCS(=O)(=O)NCCc2ccccc2)c1,-2.8,-1.1,4.1,4.0,0.1,0.0,-27.1,-6.5,0.3,8.3
COc1ccc([C@H]2C(C(=O)O)=C[C@@H](C(C)(C)C)N2S(=O)(=O)c2ccccc2)cc1,-1.1,-7.0,-3.1,0.9,1.6,0.0,0.4,7.1,1.8,-2.8
O=C(OCCOc1cccc(Cl)c1)c1cc(S(=O)(=O)N2CCOCC2)ccc1F,0.1,-4.2,1.2,-1.4,-1.6,-0.2,-16.4,-0.5,-4.8,-28.0
COc1ccc(/C=N/NC(=O)C2(C)NC(C)(C)Cc3ccccc32)cc1 (centres undefined),0.0,-1.8,-11.4,-1.2,-0.8,0.5,5.1,-8.8,-0.8,-11.0
Cc1ccc(S(=O)(=O)NCC(=O)N(CC(=O)NCc2ccc(F)cc2)CC2CCCO2)cc1 (centres undefined),-0.9,2.1,-2.6,0.5,-2.5,-0.2,-7.4,-0.6,0.3,-0.2
Nc1nc(-c2ccco2)nn1C(=O)c1ccc(F)cc1,-0.3,-2.9,-3.5,4.5,-1.8,-1.8,-8.0,4.0,3.1,-5.7
COC(=O)c1ccc(Cn2nnc3ccccc3c2=O)o1,-2.1,1.6,-1.7,0.8,-2.0,1.7,1.0,-3.5,-3.2,14.5
CCCC(=O)Nc1cccc(-c2nc3cc(C)c(C)cc3o2)c1,-4.0,-1.3,-1.0,0.5,-0.8,0.4,0.2,7.9,2.4,-13.6

# Source: PubChem
